GLS inh – blocks human kidney-isoform glutaminase activity | O94925 | GLS enzymatic activity, qHTS titration | Potency, µM (highest dose often 45.5 µM), inactives show at the top dose activity change, negative = inhibition, actives largely listed as inhibitors | 410,000 compounds, 0.21% hits | AID 624170; note: potency is the fitted concentration of half-maximal effect; % is set by controls: 0 for no effect and ±100 for the full control effect
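Enzyme dispensed in phosphate buffer (45 mM, pH 8.2, 0.02% Tween-20), compounds pinned in, then 1 mM L-glutamine solution and the glutamate oxidase–HRP–Amplex Red mix added; fluorescence read immediately and again after 30 min at room temperature.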
G9a block – inhibitors of human histone lysine methyltransferase G9a. Q96KQ7. G9a H3K9 monomethylation, AlphaScreen, 2 h. Potency, µM (titrated, usually from 102 µM), inactives show at the top dose activity, negative = inhibition, actives largely listed as inhibitors. 350,000 compounds, 8.8% hits. AID 504332; note: potency is the fitted concentration of half-maximal effect; % is set by controls: 0 for no effect and ±100 for the full control effect; nearly all actives have a fitted effect of over 75% in size
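Readings reflect AlphaScreen signal from monomethyl-H3K9 antibody detection. HMT at 20 nM; substrate b-H3K9 500 nM; cofactor SAM 20 uM; 2 h RT reaction; compounds tested as titrations in qHTS with 15 min preincubation.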
PI4K2A inh – blocks human PI4K2A kinase activity; Q9BTU6; activity change, negative = inhibition, % at 76.9 µM; purified PI4K2A, ADP-Glo luminescence, 1 h; stronger effect = lower value; AID 1346378; 420,000 compounds, 0.13% hits; in the data active = activity change below about -50%; inconclusive = mostly about -30% to -49%;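 note: -100% = wells without enzyme as full effect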
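Compounds are screened against recombinant PI4K2A using PI as substrate and ATP, the latter dispensed at 300 microM. Reactions run one hour at ambient temperature before ADP-Glo detection; full inhibition defined by wells lacking enzyme.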
HP1b chromo inh – blocks HP1-beta chromodomain binding to methylated histone tails | P83916 | AlphaScreen HP1-beta / biotin-H3K9me3 peptide binding | Potency, µM (titrated, usually from 114 µM), without a hit: at the top dose activity change, negative = inhibition, actives largely listed as inhibitors | 390,000 compounds, 0.56% hits; note: potency is the fitted concentration of half-maximal effect; nearly all actives have a fitted effect of over 70% in size; inactives centre near 23
Target sequence (P83916 whole entry, looked up): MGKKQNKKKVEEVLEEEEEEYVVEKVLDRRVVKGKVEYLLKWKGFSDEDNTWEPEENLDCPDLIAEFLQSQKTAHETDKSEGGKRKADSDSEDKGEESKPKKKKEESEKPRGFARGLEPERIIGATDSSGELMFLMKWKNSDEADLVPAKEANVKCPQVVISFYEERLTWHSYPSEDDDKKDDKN
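Compound inhibition of the preformed complex between 50 nM HP1-beta and 50 nM biotinylated H3K9me3 peptide was read by AlphaScreen. Buffer was PBS pH 7.4 with 0.01% Tween-20. Incubations ran 30 min at room temperature, with 10 ug/mL donor/acceptor beads.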
ALOX12 inh – blocks human arachidonate 12S-lipoxygenase; P18054; purified 12hLO, xylenol orange hydroperoxide absorbance; Potency, µM (series often up to 108 µM), without a hit: at the top dose activity change, negative = inhibition, usual class: inhibitors; 580,000 compounds, 1.1% hits; note: potency is the fitted concentration of half-maximal effect; % is set by controls: 0 for no effect and ±100 for the full control effect
Target sequence (P18054 whole entry, looked up): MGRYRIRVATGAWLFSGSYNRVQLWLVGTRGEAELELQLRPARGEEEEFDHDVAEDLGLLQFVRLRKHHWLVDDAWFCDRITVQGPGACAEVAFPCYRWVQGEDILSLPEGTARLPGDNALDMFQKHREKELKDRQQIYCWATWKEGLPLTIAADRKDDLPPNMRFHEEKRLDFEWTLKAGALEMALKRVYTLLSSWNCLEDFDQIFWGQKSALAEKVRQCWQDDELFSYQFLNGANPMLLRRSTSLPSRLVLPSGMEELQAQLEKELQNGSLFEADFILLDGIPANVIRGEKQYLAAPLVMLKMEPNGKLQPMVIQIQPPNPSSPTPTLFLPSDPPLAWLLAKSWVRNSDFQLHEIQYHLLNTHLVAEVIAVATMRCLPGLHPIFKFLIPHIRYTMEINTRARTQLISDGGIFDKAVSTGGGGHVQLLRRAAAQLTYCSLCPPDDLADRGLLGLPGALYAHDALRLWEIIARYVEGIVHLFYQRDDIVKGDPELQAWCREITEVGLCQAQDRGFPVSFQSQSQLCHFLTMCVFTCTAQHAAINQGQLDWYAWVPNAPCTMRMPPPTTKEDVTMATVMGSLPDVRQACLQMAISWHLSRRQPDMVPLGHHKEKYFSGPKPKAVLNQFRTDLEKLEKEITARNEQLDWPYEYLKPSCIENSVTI
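Hydroperoxide product was detected by ferrous iron/xylenol orange as the 573 to 405 nm absorbance ratio. Arachidonic acid at 40 uM (final) was turned over for 30 min at room temperature by 150 nM human 12hLO, pH 7.0 Hepes buffer, after 15 min compound preincubation.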
BAZ2B block – blocks human BAZ2B | Q9UIF8 | AlphaScreen BAZ2B-H3K14Ac peptide displacement | Potency, µM (highest dose often 114 µM), without a hit: at the highest dose activity change, negative = inhibition, most hits filed as inhibitors | 360,000 compounds, 4.4% hits | AID 504333; note: potency is the fitted concentration of half-maximal effect; % is set by controls: 0 for no effect and ±100 for the full control effect; nearly all actives have a fitted effect of over 60% in size
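AlphaScreen luminescence quantifies BAZ2B engagement of H3K14Ac peptide; the protein and biotinylated peptide are both at 50 nM final, buffer PBS pH 7.4 with 0.01% Tween-20, all steps at room temperature.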
JMJD2A Tudor – blocks the human JMJD2A Tudor domain | AlphaScreen JMJD2A-Tudor / H3K4me3 peptide binding | O75164 | 390,000 compounds, 4.4% hits | Potency, µM (series often up to 114 µM), without a hit: at the highest dose activity change, negative = inhibition, most hits filed as inhibitors; note: potency is the fitted concentration of half-maximal effect; % is set by controls: 0 for no effect and ±100 for the full control effect; nearly all actives have a fitted effect of over 50% in size
ERG-DNA inh – ERG Ets/DNA interaction inhibition; P11308; fluorescence polarization, His-ERG Ets domain / labelled DNA; Potency, µM (titrated, usually from 76.9 µM), inactives show at the top dose FP activity, negative = inhibition, actives largely listed as inhibitors; 370,000 compounds, 0.028% hits; active = well fitted inhibition curve with a large enough effect in the polarisation, with a control signal flat; inconclusive = small, poorly fitted or top-dose-only effect, or effect the other way, or a change in a side signal; inactive = no such curve, though single readings can be large or run the other way; the % refers to the polarisation;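 note: polarization taken with two DNA probes labelled with fluorescein and Texas red; potency is the fitted concentration of half-maximal effect; % of control where 0% means no effect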
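His-tagged ERG Ets domain (1 uM in the protein solution; 300mM KCl, 50mM Tris-HCl, 1mM EDTA, 1mM DTT, pH 7.5) received compound, then a probe mix of 5 nM fluorescein-DNA and 100nM Texas-615-DNA. Fluorescence polarization was read for both dyes.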
RGS4 inh – human RGS4 inhibition; P49798; Transcreener GDP fluorescence polarization, RGS4-accelerated GTP hydrolysis; Potency, µM (top dose mostly 114 µM), for the others: at the highest dose activity change, negative = inhibition, actives largely listed as inhibitors; 390,000 compounds, 0.039% hits; AID 504845; note: potency is the fitted concentration of half-maximal effect; % is set by controls: 0 for no effect and ±100 for the full control effect; nearly all actives have a fitted effect of over 75% in size; some results filed as inactive show a strong effect at the top dose
Target sequence (P49798 whole entry, looked up): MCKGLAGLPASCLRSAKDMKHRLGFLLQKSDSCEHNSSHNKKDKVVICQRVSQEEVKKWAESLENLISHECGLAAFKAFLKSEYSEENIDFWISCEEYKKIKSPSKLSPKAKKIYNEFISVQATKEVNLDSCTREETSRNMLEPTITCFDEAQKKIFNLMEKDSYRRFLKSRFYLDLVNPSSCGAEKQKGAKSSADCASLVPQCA
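MLSMR compounds (23 nl, pin-transferred) preincubated 10 min at room temperature with a 500nM (2x) first reagent, then RGS4 at 900nM (2x) plus Transcreener GDP mix added; fluorescence polarization (620/688 nm) read before and after 90 min at 30 °C.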
An asterisk follows results filed as active; ? = inconclusive; · = not tested or not shown; [ ] = remark or other dose. Unless noted, calls come from the whole dose curve; as a rule, active = well fitted curve in the direction sought with a large enough effect; inconclusive = small, poorly fitted or top-dose-only effect, or another doubt; inactive = no such curve, though single readings can be large; an effect the other way counts as inactive or inconclusive.

SMILES,GLS inh,G9a block,PI4K2A inh,HP1b chromo inh,ALOX12 inh,BAZ2B block,JMJD2A Tudor,ERG-DNA inh,RGS4 inh
Cc1cccc(N2CCN(C(=O)c3cnn(-c4cccc(Cl)c4C)c3C3CCNCC3)CC2)c1C,5%,?,2,2%,?,-4%[57.1 µM],?,0%,2%
COc1ccc(NC(=O)c2ccc(Cl)nc2)cc1S(=O)(=O)N1CCCCC1,-1%,-5%[12.7 µM],-1,2%,-19%,-25%,-21%,2%,22%
Cn1nc(-c2ccccc2F)c2cc(C(=O)NCc3cccc(Cl)c3)sc21,-10%,-10%[59 µM],0,4%,-23%,-8%,-26%,-1%,6%
COc1ccc(/C=C2\N=C(SC)NC2=O)cc1,-4%,-5%[59 µM],6,46%[activator],0%,-6%,1%,-4%,-10%
Cc1ccc(NC(=O)/C(=C/c2ccco2)c2ccccc2)c(C)c1,2%,50µM*,6,-18%,-3%,?,-14%,-2%,-25%
Cc1ccc2[nH]c(C(=O)N3CCCCC3)cc2c1,1%,2%[0.501 µM],-1,-10%,8%,2%,-14%,-6%,-29%
CCOc1ccc(NC(=O)CCC(=O)NNC(=O)c2ccc(Br)o2)cc1,-9%,5%,-3,26%,6%,3%,-15%,10%,-2%
CN(Cc1ccccc1)C(=O)c1[nH]cnc1C(=O)NCCCCCNC(=O)OC(C)(C)C,1%,-12%[2.33 µM],-9,15%,-13%,-7%,?,-4%,9%
O=C(Nc1nc2ccc([N+](=O)[O-])cc2s1)c1c(F)cccc1F,7%,-44%,3,18%,0%,-23%,-4%,2%,10%
CC1CCN(C(=O)c2[nH]cnc2C(=O)NCC(=O)OCc2ccccc2)CC1,3%,?,-4,4%,4%,-35%,-25%,3%,13%
Cc1cccc(NC(=O)C(Cc2ccccc2)c2nn[nH]n2)c1C (stereo unspecified),1%,10%[0.501 µM],7,26%,?,?,-11%,0%,2%
COc1ccc(F)cc1CN1CCN(C(=O)CCC(=O)Nc2nnc(C3CCCCC3)s2)CC1,-1%,-11%,1,36%[activator],-6%,?,-29%,11%,-25%
O=c1[nH][nH]c(C(F)(F)F)c1C=NCc1ccc(Cl)cc1,-8%,-32%[59 µM],0,33%,29%,6%,1%,2%,-7%
O=C(O)C1SCCN1S(=O)(=O)c1ccc(N=NN2CCOCC2)cc1 (stereo unspecified),4%,?,-1,41%[activator],-19%,-4%,-14%,-5%,-7%
COCCCC1CCN(Cc2nc(Cc3ccccc3Cl)no2)CC1,-21%,-15%,6,51%[activator],-9%,3%,7%,0%,4%
FC(F)(F)c1ccc(/C=N/N2CCN(Cc3ccccc3)CC2)cc1,4%,?,0,?,0%,?,?,14%,7%
O=c1c2[nH]c3ccccc3c2ncn1CCC1=CCCCC1,12%,-16%[59 µM],11,15%,-18%,-28%,?,8%,-4%
COCCCNC(=O)c1cn(Cc2c(F)cccc2Cl)nn1,6%,-4%,-2,16%,0%,-12%,-4%,6%,-4%
CCN1C(=O)/C(=C/c2cn(-c3ccccc3)nc2-c2cccnc2)SC1=S,-26%,·,-5,1%,5%,·,-26%,-10%,4%
Cc1c(CC(=O)N2CCC(C(N)=O)CC2)c(=O)oc2cc3c(cc12)CCC1(CCCCC1)O3,-7%,·,4,35%,21%,8%,-8%,6%,-24%
COc1ccc(C(=O)N2CCc3cc4c(cc3C2C)OCCCO4)cc1 (stereo unspecified),10%,·,-2,16%,24%,1%,-16%,-11%,7%
Cc1c(N(C)S(=O)(=O)c2cc(C(=O)Nc3ccccn3)ccc2Cl)c(=O)n(-c2ccccc2)n1C,-3%,?,-1,35%,12%,-13%,-6%,2%,-15%
O=C(Nc1ccc(Nc2ccncc2)cc1)c1ccc(Nc2ccnc3ccc([N+](=O)[O-])cc23)cc1[N+](=O)[O-],-8%,50µM*,-1,-37%,?,-18%,?,-7%,?
CC1=C(C(=O)OC(C)C)C(c2cccc([N+](=O)[O-])c2)n2c(cc(=O)[nH]c2=S)N1 (stereo unspecified),33%[activator],?,4,-6%,?,-34%,?,5%,-41%
CCOc1cc(C(=O)N/N=C\c2cn(CC)nc2C)cc(OCC)c1OCC,-13%,18%[59 µM],-4,58%[activator],35%[activator],-2%,8%,2%,-8%
O=C(CN1CCC(NC(=O)C2CC2)CC1)Nc1ccccc1[N+](=O)[O-],-3%,?,-22,13%,0%,22%,7%,-5%,-27%
COc1ccc(Oc2ccc(/C=C/C(=O)c3ccc(O)cc3)cc2[N+](=O)[O-])cc1,-1%,40µM*,5,-24%,-4%,?,?,3%,-25%
O=C(CN1CCOCC1)Nc1scc(-c2ccccc2)c1C(=O)N1CCOCC1,21%,-10%,5,17%,-2%,-1%,-8%,0%,6%
COc1cccc(CNc2nccs2)c1O,?,17%[0.501 µM],0,23%,?,-31%,-10%,11%,15%
Cc1cc(NC(=O)C(C)C)ncc1NC(=O)c1cccc(F)c1,-2%,-19%[59 µM],10,23%,0%,-4%,-3%,-14%,-25%
CC(=O)Oc1ccc(C(=O)O)c(OC(C)=O)c1,2%,13%,-4,75%[activator],?,0%,-17%,7%,4%[56.9 µM]
c1ccc(N2CCN(c3ncnc4c3nc3n4CCCC3)CC2)cc1,6%,-31%[59 µM],0,13%,0%,-10%,-6%,-6%,5%
Cc1ccc(Nc2c(-c3ccccn3)nc3cccc(C)n23)cc1,10%,20%[59 µM],5,?,?,16µM*,-35%[11.4 µM],2%,-31%[11.4 µM]
CC(=O)Nc1ccc(S(=O)(=O)N2CCN(CCCOc3cc(C)ccc3C)CC2)cc1,2%,-4%[12.7 µM],2,5%,20%,?,?,-23%,-21%
CCOC(=O)c1cc(C#N)c(SCC(N)=O)[nH]c1=O,2%,13µM*,-4,31%,-16%,-11%,-13%,37%[activator],-1%
CCN(CC)c1nc2ccccc2nc1C(C#N)C(=O)NCCCOC (stereo unspecified),14%,?,-2,38%[activator],?,-33%,-16%,6%,-1%
Cc1cccc(NC(=O)COC(=O)C(NC(=O)c2cccc(S(=O)(=O)N3CCOCC3)c2)C(C)C)c1 (stereo unspecified),9%,·,4,31%,-26%,·,-9%,16%[15.4 µM],-20%
CN(c1ccc(C(=O)Nc2ccccc2C(F)(F)F)cc1)S(C)(=O)=O,-7%,-24%[59 µM],-2,37%,6%,-6%,-10%,-7%,-41%
O=C(COC(=O)c1cc2c(s1)CCCCC2)NC1CCS(=O)(=O)C1 (stereo unspecified),-8%,-5%[0.501 µM],2,27%,-3%,3%,-4%,4%,-11%
CC12CC3(C)CC(C)(C1)CC(NC(=O)N1CCCC1)(C2)C3,-15%,15%[12.7 µM],2,26%,-1%,11%,3%,-11%,19%
COC(=O)[C@]1(Cc2ccccc2)N[C@H](CN(C)C(=O)NC(C)C)[C@@H]2C(=O)N(C)C(=O)[C@@H]21,1%,·,1,31%,?,·,-7%,-2%,12%
Cn1c(=O)[nH]c(=O)c2c1nc1n2CC(O)CN1c1ccccc1 (stereo unspecified),5%,0%,0,86%[activator],0%,3%,-18%,16%,-18%[56.9 µM]
Cc1ccc(-c2nn(CCC(=O)NC(C)C)c(=O)c3ccccc23)cc1,18%,-10%,0,45%[activator],?,-7%,-8%,3%,-7%[56.9 µM]
C[C@@H]1CC[C@]2(C(=O)O[C@@H]3O[C@H](CO)[C@@H](O)[C@H](O)[C@H]3O)CC[C@]3(C)C(=CCC4[C@@]5(C)CC[C@H](O[C@@H]6OC[C@H](O)[C@H](O[C@@H]7O[C@H](CO)[C@@H](O)[C@H](O)[C@H]7O)[C@H]6O)C(C)(C)C5CC[C@]43C)C2[C@]1(C)O (stereo partly specified),-1%,·,-5,11%,?,·,-21%,7%,6%
NC(=O)c1ccc(Nc2ccc3nonc3c2[N+](=O)[O-])cc1,-18%,56µM*,-1,32%,?,-19%,-7%,-12%,-12%
Cc1cc(C)c(NC(=O)c2ccc3c(c2)C(=O)N(Cc2cccnc2)C3=O)c(C)c1,3%,19%,-2,9%,258%[activator],0%,-10%,-13%,22%
Cn1c(=O)n(CC(N)=O)c(=O)c2c1nc(Br)n2Cc1ccccc1,-2%,·,-1,33%,0%,-5%,-3%,1%,4%
NC(=O)c1cc([N+](=O)[O-])cc2c1C=Cc1ccccc1O2,1%,?,-1,4%,?,?,-24%,10%,5%
O=C(Nc1ccccc1Cl)c1cc[n+]([O-])cc1,1%,-34%,1,33%,-8%,-8%,-9%,34%[activator],-1%

Entries of single compounds, looked up by structure. Order of screens: GLS inh, G9a block, PI4K2A inh, HP1b chromo inh, ALOX12 inh, BAZ2B block, JMJD2A Tudor, ERG-DNA inh, RGS4 inh
NC(=O)c1ccc(Nc2ccc3nonc3c2[N+](=O)[O-])cc1 is listed with -18%, 56µM*, -1, 32%, ?, -19%, -7%, -12%, -12%
Cc1cccc(NC(=O)COC(=O)C(NC(=O)c2cccc(S(=O)(=O)N3CCOCC3)c2)C(C)C)c1 (stereo unspecified) is listed with 9%, ·, 4, 31%, -26%, ·, -9%, 16%[15.4 µM], -20%

High-throughput results from PubChem.

These rows are one share of the data; rates above refer to the full screens.
